# Assay outcomes as filed in PubChem BioAssay.
# All columns: NCI-60 one-dose screen, growth in % after 48 h at 10 µM unless noted; 100 = growth as untreated, 0 = no growth, -100 = all killed.
# UACC-257 – UACC-257 melanoma; 4.4% of 78,000 active
# UACC-62 – UACC-62 melanoma. 5.4% of 81,000 active
# SK-MEL-2 – SK-MEL-2 melanoma. 4.7% of 77,000 active. AID 1794763
# MALME-3M – MALME-3M melanoma | 5.8% of 78,000 active | AID 1794766
# M14 – M14 melanoma; 6.2% of 80,000 active
# EKVX – EKVX NSCLC. 3% of 71,000 active
# SK-MEL-5 – SK-MEL-5 melanoma; AID 1794755; 6.4% of 80,000 active
# A549/ATCC – A549/ATCC NSCLC. 3.7% of 81,000 active
# The depositor's hits bear a star; . = not tested or not shown. Rule for the calls: active = growth percent below 10; inactive = the rest.
cpd	mol	MALME-3M	M14	EKVX	SK-MEL-5
1	CCOC(=O)Nc1ccc(-c2ccc3c(c2)NC(=O)/C3=C\c2ccc[nH]2)cc1	110	103	31	99
2	Cc1c(NC(=O)C(C)Sc2nc3sc4c(c3c(=O)n2-c2ccc(Cl)cc2)CCCC4)c(=O)n(-c2ccccc2)n1C (stereo unspecified)	99	94	85	84
3	N#Cc1c(-c2ccc(Cl)cc2)n2c(nc1=O)SC(=O)C2	101	107	92	103
4	N#Cc1c(-c2ccccc2)cc(-c2ccccc2)n(CCCC(=O)NO)c1=O	11	19	27	-14*
5	Clc1cc(Cl)c2ccc3c(Cl)cc(Cl)c4ccc1c2c43	97	101	100	106
6	COc1cc(/C=N/NC(=O)CSc2nc3ccccc3c(=O)n2CCc2ccccn2)cc(OC)c1OC	96	61	.	82
7	CN1CCN(Cc2ccc(NC(=O)c3cnc(F)c(C#Cc4cnc(N)c5ncccc45)c3)cc2C(F)(F)F)CC1	-43*	-56*	24	8.8*
8	COc1ccc(NC(=O)CCSc2nc3ccccc3c(=O)n2Cc2cc(OC)c(OC)c(OC)c2)cc1	97	92	.	82
9	CN(C)CCC(C(=O)C(Br)Br)c1ccccc1 (stereo unspecified)	.	103	108	110
10	COc1ccc2nc3cc(Cl)ccc3c(N3CCN(c4ccnc(N5CCOCC5)n4)CC3)c2c1	80	87	.	88

cpd	SK-MEL-2	UACC-257	UACC-62	A549/ATCC
1	114	113	101	103
2	108	97	70	88
3	120	96	94	.
4	34	38	9.4*	23
5	112	100	101	100
6	94	108	97	101
7	-30*	14	-4.7*	23
8	83	96	69	86
9	109	95	105	104
10	.	77	92	95

# Reprinted from the part before: 3 compounds, then new ones.
cpd	mol	MALME-3M	M14	EKVX	SK-MEL-5
8	COc1ccc(NC(=O)CCSc2nc3ccccc3c(=O)n2Cc2cc(OC)c(OC)c(OC)c2)cc1	97	92	.	82
9	CN(C)CCC(C(=O)C(Br)Br)c1ccccc1 (stereo unspecified)	.	103	108	110
10	COc1ccc2nc3cc(Cl)ccc3c(N3CCN(c4ccnc(N5CCOCC5)n4)CC3)c2c1	80	87	.	88
11	Cc1ccc(S(=O)(=O)CCOC(=O)CNC(=O)OCc2ccccc2)cc1	98	102	.	100
12	CN(C)c1ncnc2c1C(c1ccccc1)C(C)(C)O2 (stereo unspecified)	101	98	92	101
13	Clc1ccc(N=C/C=C/c2ccccc2)cc1	99	50	.	83
14	O=C(O)c1ccc(OC2C=CCCC2)cc1 (stereo unspecified)	104	101	103	99
15	O=C(Nc1nc(-c2ccc(F)cc2)nc2c1sc(=S)n2-c1ccccc1)C(F)(F)F	102	76	93	91
16	COC(=O)N/N=C\c1ccc(O)c(OC)c1	94	98	.	103
17	O=S(=O)(Nc1ccc(C(F)(F)F)cc1)c1ccc(-c2cnc(C3CC3)o2)cc1	90	93	.	93
18	CN(C)CCCNC(=O)c1ncc(-c2ccc(C(F)(F)F)cc2)c(NC2CCCCCC2)n1	91	90	.	85
19	C(=N\Nc1nnn(Cc2ccccc2)n1)/c1ccccc1	25	42	58	32
20	COc1ccc(/C=C/C(=O)c2ccc(NC(=O)N3CCN(c4cc5c(cc4F)c(=O)c(C(=O)O)cn5C4CC4)CC3)cc2)cc1	104	102	99	.

cpd	SK-MEL-2	UACC-257	UACC-62	A549/ATCC
8	83	96	69	86
9	109	95	105	104
10	.	77	92	95
11	89	95	106	101
12	103	105	98	103
13	77	.	37	.
14	108	112	100	101
15	94	91	85	52
16	114	96	104	95
17	102	92	71	93
18	.	84	97	95
19	34	44	41	34
20	99	103	89	101

# Other results follow.
cpd	mol	MALME-3M	M14	EKVX	SK-MEL-5
21	CN1CCN(Cc2ccc(C(=O)Nc3cccc(-c4cn(-c5ccc(S(N)(=O)=O)cc5)nn4)c3)cc2C(F)(F)F)CC1	82	99	88	85
22	O=C(CNS(=O)(=O)Cc1ccccc1)NNc1ccccc1	91	31	53	47
23	C1=C\c2ccc(c(-c3nnc(Nc4ccccc4)o3)c2)/C=C\c2ccc/1cc2	89	81	88	86
24	Nc1ccc(-c2cn3c(n2)SCC3)cc1	90	101	87	102
25	COC(=O)c1ccccc1OC(C)=O	90	100	97	99
26	O=C1CC(c2nc3ccccc3s2)CN1Cc1ccccc1 (stereo unspecified)	98	105	.	96
27	C/C=C(/C)C(=O)OC1C=C(CO)C(=O)C(OC(=O)/C(C)=C\C)C1C(C)C (stereo unspecified)	-91*	-85*	-55*	-99*
28	CCN1C(=S)N(CC)C2C1NC(=O)N2/N=C/C=C/c1ccccc1[N+](=O)[O-] (stereo unspecified)	95	97	88	93
29	C/C(=N\NC(N)=O)c1cccs1	96	93	73	103
30	Cc1cccc2c(=O)c3c(sc12)c(Cl)nc1ccccc13	94	93	80	87

cpd	SK-MEL-2	UACC-257	UACC-62	A549/ATCC
21	126	100	88	98
22	97	85	15	56
23	86	84	82	89
24	101	93	93	97
25	96	92	95	94
26	.	99	103	102
27	-49*	-49*	-85*	-9.4*
28	106	96	80	100
29	107	82	103	72
30	102	100	92	104

# New compounds follow.
cpd	mol	MALME-3M	M14	EKVX	SK-MEL-5
31	CN1CCN(c2nc3sc4c(c3c(=O)[nH]2)CCCC4)CC1	103	98	91	109
32	[2H]C([2H])([2H])Oc1cc(F)ccc1/C=C/C(=O)/C=C(O)/C=C/c1ccc(F)cc1OC([2H])([2H])[2H]	93	95	101	100
33	Clc1ccc(N=C(Nc2ccc(Cl)cc2)c2ccccc2)cc1	85	94	76	92
34	COc1ccc(S(=O)(=O)NCCNc2nc(Nc3ccc(N4CCN(C)CC4)cc3)nc3ccsc23)cc1	105	98	99	97
35	Cc1ccc(=O)n(-c2ccc(C3=NCCN3)cc2)c1	92	91	96	96
36	CC[Si](CC)(CC)O[Si](CC)(CC)CC	81	105	115	98
37	CCCCCCCCCCCC1=NC(C)(C)CN1C(C)(C)CO	63	-84*	65	8.5*
38	Cc1cc(SC#N)ccc1O	107	.	112	103
39	CC(CCN1CN(CCC(C)CC(C)(C)C)CN(CCC(C)CC(C)(C)C)C1)CC(C)(C)C (stereo unspecified)	103	103	99	103
40	Cc1cccc(N=C2CCCC2C(=O)Nc2cccc(C)c2C)c1C (stereo unspecified)	.	99	110	104

cpd	SK-MEL-2	UACC-257	UACC-62	A549/ATCC
31	91	.	105	84
32	97	87	93	94
33	91	99	74	85
34	107	101	99	97
35	107	84	.	81
36	112	101	107	100
37	49	-23*	-70*	69
38	101	102	89	104
39	100	104	98	111
40	105	100	92	98

# Other structures
cpd	mol	MALME-3M	M14	EKVX	SK-MEL-5
41	O=C(NC1C(O)OC(CO)C(O)C1O)NS(=O)(=O)c1ccc(F)cc1 (stereo unspecified)	103	105	105	97
42	NS(=O)(=O)c1ccc(NNCCC(=O)c2ccccc2)cc1	106	108	99	101
43	Cc1ccc(C(=O)c2ccc(CC(=O)N/N=C/c3ccccc3O)n2C)cc1	91	83	83	87
44	Cc1ncc(CCO)c2c1OC(C)(C)OC2	91	100	.	101
45	CC(C)CC(=O)OC1CCC(C2CCCCC2)CC1 (stereo unspecified)	100	99	101	101
46	O=C(CCCCCCCCCCBr)OCc1ccccc1	.	102	108	117
47	CC1SC(c2ccccc2[N+](=O)[O-])N(NC(=O)CCC(=O)c2nc3ncccc3[nH]2)C1=O (stereo unspecified)	94	98	82	96
48	Cc1ccc(C(C)C)c(OCCOCCCl)c1	97	97	.	102
49	N=C(N)SC1c2cc(Cl)ccc2-c2c(Cl)cc(Cl)cc21 (stereo unspecified)	107	105	.	98
50	COc1ccc2nc3ccccc3[n+]([O-])c2c1	175	122	93	98

cpd	SK-MEL-2	UACC-257	UACC-62	A549/ATCC
41	106	120	100	104
42	105	98	99	103
43	90	95	87	86
44	105	109	103	103
45	104	87	103	80
46	111	102	109	100
47	101	102	90	95
48	88	90	104	97
49	107	96	94	103
50	101	94	103	80

# Next entries
cpd	mol	MALME-3M	M14	EKVX	SK-MEL-5
51	CCN(CC)Cc1cccc(C)c1OC(=O)c1ccccc1	121	107	110	91
52	Cc1ccc(C(c2c(O)c3ccccc3[nH]c2=O)c2c(O)c3ccccc3[nH]c2=O)cc1	102	102	92	99
53	N/C(=N\C(N)=N\c1nc2ccccc2s1)c1ccccn1	106	105	99	100
54	O=C(OCc1ccc2cccc(O)c2n1)N1CCN(C(=O)c2cc3cc(F)ccc3[nH]2)CC1	-93*	-78*	-88*	-80*
55	OCCN(CCO)Cc1nc2ccccc2[nH]1	85	100	101	102
56	CSc1c(-c2nc3ccccc3s2)c(N)nc2c(C#N)c(Nc3ccc(Cl)cc3)nn12	103	101	98	97
57	O=C(Nc1ccc(-n2ccc3c(NC(=O)c4ccccc4)ncnc32)cc1)Nc1cccc(Cl)c1Cl	2.2*	-6.7*	-5.6*	15
58	CC(=O)N1C/C(=C/c2ccc(Cl)cc2)C(=O)/C(=C/c2ccc(Cl)cc2)C1	-56*	-51*	.	-52*
59	N#CCCNC(=O)Nc1ccccc1	93	105	101	103
60	Cc1c(Cc2ccccc2)c(=O)oc2c(C)c(OCC(=O)N/N=C/c3ccc(N(C)C)cc3)ccc12	102	110	97	97

cpd	SK-MEL-2	UACC-257	UACC-62	A549/ATCC
51	115	97	108	94
52	95	103	96	100
53	104	102	95	106
54	-60*	-41*	-94*	-56*
55	112	110	97	116
56	.	96	97	101
57	-39*	12	33	-70*
58	-0.6*	-32*	-75*	-25*
59	115	112	102	112
60	99	87	97	94

# (more compounds)
cpd	mol	MALME-3M	M14	EKVX	SK-MEL-5
61	CC(=O)OCC1OC([n+]2c([O-])cc(=O)n3ccsc32)C(OC(C)=O)C1OC(C)=O (stereo unspecified)	106	103	.	103
62	O=C1NN(c2ccccc2)C(c2cccnc2)=N/C1=C\c1ccccc1	97	91	.	108
63	O=c1nc(Oc2ccccc2)nc2ncccn12	81	87	.	95
64	COCCc1ccc(OCC(O)CNC(C)C)cc1 (stereo unspecified)	98	92	96	108
65	COc1ccc(/C=C2\CN(Cc3cn(CCNc4ccnc5cc(Cl)ccc45)nn3)C/C(=C\c3ccc(OC)c(OC)c3)C2=O)cc1OC	-28*	3.7*	.	11
66	NCCN(CCc1ccccc1)CCc1ccccc1	97	102	90	100
67	Cc1nn2c(-c3nc4ccccc4[nH]3)c(-c3ccccc3)nc2s1	100	95	.	97
68	Cn1ccc2c3c(ccc21)CC3=O	121	107	103	115
69	COC(=O)/C=C/c1cc(OC(C)=O)c2c(c1)[C@@H](C(=O)OC)[C@H](c1ccc(OC(C)=O)c(OC(C)=O)c1)O2	49	2.8*	34	-42*
70	COc1cc(-c2csc(NC(=O)Nc3cccc(C(F)(F)F)c3)n2)cc(OC)c1OC	88	48	38	29

cpd	SK-MEL-2	UACC-257	UACC-62	A549/ATCC
61	.	.	109	113
62	128	102	97	105
63	111	89	94	90
64	108	96	113	104
65	-20*	5.3*	7.7*	23
66	102	.	.	93
67	109	114	93	98
68	126	114	99	105
69	38	48	34	21
70	.	83	40	34

# (continued)
cpd	mol	MALME-3M	M14	EKVX	SK-MEL-5
71	O=C(/C=C/c1cn(-c2ccccc2)nc1-c1ccccc1)OCc1cn(-c2cccc(Cl)c2)nn1	95	98	88	97
72	CCCCSc1nc2c([nH]1)c(=S)n(C)c(=O)n2C	.	101	.	76
73	O=C(CSc1nnc(-c2c[nH]c3ccccc23)o1)Nc1cc([N+](=O)[O-])ccc1F	202	108	99	105
74	CC/C(=C(\c1ccc(OCCN2CCCCC2)cc1)c1ccc(OC(=O)Cc2ccccc2)cc1)c1ccccc1	108	97	97	109
75	CCOC(=O)c1[nH]c(C(=O)O)c(OC(=O)CC)c1C	105	106	102	88
76	O=C(O)Cc1ccccn1	86	112	109	104
77	CC1(C)OCC(C2OC3OC(C)(C)OC3C2O)O1 (stereo unspecified)	92	100	97	99
78	O=C(c1ccccc1)C(c1ccccc1)C(Cl)c1ccccc1 (stereo unspecified)	98	92	75	88
79	O=C1NNC(=O)C2C3C=CC(O3)C12 (stereo unspecified)	96	102	115	97
80	S=c1[nH]c2ccccc2c2ccccc12	102	103	77	96

cpd	SK-MEL-2	UACC-257	UACC-62	A549/ATCC
71	98	59	81	76
72	96	118	87	103
73	82	.	116	98
74	102	100	98	96
75	102	96	95	106
76	106	99	106	106
77	94	101	98	100
78	101	85	70	87
79	115	88	93	91
80	93	86	94	92

# Later entries
cpd	mol	MALME-3M	M14	EKVX	SK-MEL-5
81	COc1ccc(C2CC(c3ccc(N)cc3)=NN2C(=O)c2cc(-c3ccccc3)nc3ccccc23)cc1OC (stereo unspecified)	101	108	94	85
82	COC1=C(C)C(=O)c2c(c(CCCl)c3n2CCC3OC(C)=O)C1=O (stereo unspecified)	-64*	-46*	0.0*	-67*
83	COc1ccc(N2CC(c3nc4ccccc4o3)CC2=O)cc1 (stereo unspecified)	89	101	.	99
84	Cc1cc(Br)c2nsnc2c1[N+](=O)[O-]	82	3.6*	106	54
85	COc1cc(C2CC(c3ccc(Cl)cc3)=NN2c2ccc(Cl)cc2)cc(OC)c1OC (stereo unspecified)	92	90	.	98
86	CCCCCCCCSCc1ccc(Nc2ccc(Nc3ccc(CSCCCCCCCC)cc3)cc2)cc1	112	94	102	107
87	Cc1nc(C)c(C(=O)O)cc1C(=O)O	105	114	102	111
88	Cc1c(C(N)=O)sc2c1c(=O)n(Cc1ccccc1)c1nnc(S(C)(=O)=O)n21	92	76	98	75
89	COc1cc2oc(-c3cccc(NC(=O)[C@@H](N)Cc4ccccc4)c3)cc(=O)c2c(OC)c1OC	113	120	104	100
90	COc1cc2nc(SCC(=O)NNS(=O)(=O)c3ccccc3)n(-c3ccc(Cl)cc3)c(=O)c2cc1OC	127	104	94	96

cpd	SK-MEL-2	UACC-257	UACC-62	A549/ATCC
81	103	108	78	97
82	-46*	-50*	-71*	1.3*
83	102	107	98	101
84	.	67	57	54
85	99	.	77	94
86	95	104	108	108
87	114	111	105	116
88	81	81	78	102
89	126	121	100	99
90	97	112	79	97

# Compounds were not picked by outcome (roughly 9.8% active in at least one column).
